Screens (PubChem)
Pf growth 48h = P. falciparum growth inhibition at 48 hours (one generation); AID 504832; actives 5.9% (n = 310,000); P. falciparum luciferase growth in erythrocytes, 48 h; Potency, µM (doses to about 28.7 µM), without a hit: at the highest dose activity change, negative = inhibition, usual class: inhibitors; also: potency is read from the fitted curve at half-maximal effect; % is scaled to controls: 0 for no effect and ±100 for the full control effect
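Compounds are pin-transferred into medium, infected erythrocytes (2% hematocrit, 0.1% parasitemia final) are added, and plates sit one parasite generation at 37 C in 5% CO2. Detection reagent is then added and luminescence measured.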
FBPA Giardia inh = Giardia lamblia aldolase inhibition | A8B2U2 | purified Giardia FBPA | Potency, µM (titrated, usually from 59.6 µM), inactives show top-dose activity, negative = inhibition, most hits filed as inhibitors | actives 0.71% (n = 290,000); also: potency is read from the fitted curve at half-maximal effect; % is scaled to controls: 0 for no effect and ±100 for the full control effect; nearly all actives have a fitted effect of over 55% in size
Target sequence (A8B2U2 whole entry, looked up): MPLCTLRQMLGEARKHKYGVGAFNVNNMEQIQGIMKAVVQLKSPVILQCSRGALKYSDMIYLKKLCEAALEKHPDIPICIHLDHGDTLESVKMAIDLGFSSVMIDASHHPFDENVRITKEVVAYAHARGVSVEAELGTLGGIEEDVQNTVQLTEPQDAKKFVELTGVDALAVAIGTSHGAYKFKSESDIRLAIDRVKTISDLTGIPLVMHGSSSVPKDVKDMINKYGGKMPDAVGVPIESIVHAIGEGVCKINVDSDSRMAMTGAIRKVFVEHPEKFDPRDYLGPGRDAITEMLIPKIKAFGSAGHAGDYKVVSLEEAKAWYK
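40 nM FBPA preincubated 10 min at RT with compound (up to 57.5 uM final), then substrate plus GAPDH/TPI/NAD/arsenate coupling and diaphorase/resazurin added. Fluorescence read after 20 min at RT, 525/598 nm.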
HCV inh = HCV inhibition; AID 651820; actives 3.4% (n = 340,000); Huh7.5.1 HCVcc-Cre infection, luciferase reporter, 44 h; Potency, µM (series often up to 41.8 µM), without a hit: at the highest dose activity change, negative = inhibition, actives largely listed as inhibitors; also: potency is read from the fitted curve at half-maximal effect; % is scaled to controls: 0 for no effect and ±100 for the full control effect
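Seed cells (1,000/well) for 4 h; treat with compound and infect with HCVcc-Cre, moi about 0.5. Incubate 44 h, then detect luciferase activity.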
Cycloheximide cs = affects cycloheximide protein synthesis inhibition readout, counter-screen; max response, %; actives 12% (n = 300,000); cell reporter, cycloheximide protein synthesis inhibition counterscreen; AID 2314; in the data active = max response mostly above about 13%, no sharp cut-off; inactive = mostly below about 14%; also: read at 38.3 µM for the half of the compounds with a filed dose; 0% is about no effect
Shiga toxin inh = Shiga toxin inhibition; Vero cells, Shiga toxin protein synthesis inhibition reporter; inhibition, % at 38.7 µM; actives 9.2% (n = 290,000); AID 2315; in the data active = inhibition mostly above about 28%, no sharp cut-off; inactive = mostly below about 43%; also: 0% is about no effect
Pf growth 96h = inhibits malaria parasite growth, 96 h; P. falciparum luciferase reporter growth, 96 h; Potency, µM (titrated, usually from 28.7 µM), inactives show at the highest dose activity change, negative = inhibition, hits mostly inhibitors; actives 6.9% (n = 320,000); AID 504834; also: potency is read from the fitted curve at half-maximal effect; % is scaled to controls: 0 for no effect and ±100 for the full control effect
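Two-generation exposure (96 h) targets delayed-death phenotype. Reporter parasites carrying integrated firefly luciferase, in red cells at 2% hematocrit and 0.05% parasitemia final, kept at 37 C, 5% CO2; luminescence loss indicates inhibition.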
* = called active by the depositor; ? = inconclusive; . = no result given; [ ] = dose if it differs, or a comment. Unless noted, calls follow the shape of the dose curve; as a rule, active = well fitted curve in the direction sought with a large enough effect; inconclusive = small, poorly fitted or top-dose-only effect, or another doubt; inactive = no such curve, though single readings can be large; an effect the other way counts as inactive or inconclusive.

Screens in order – HCV inh	FBPA Giardia inh	Pf growth 96h	Pf growth 48h	Shiga toxin inh	Cycloheximide cs
1) COc1cccc([C@@H]2CC=C(C(=O)O)[C@H](c3ccccc3F)N2S(=O)(=O)c2ccc(C)cc2)c1
    12%	.	-18%	?	.	.
2) Clc1cccc(-c2ccc(CNCCCN3CCOCC3)o2)c1
    -20%	-3%	-10%	?	15	8
3) COCCNC(=S)N/N=C(\C)c1ccc(O)cc1
    13%	-27%	37%[activator]	29%	-3	2
4) CCc1nnc(NC(=O)CSc2nnc(CNc3ccc(C)cc3)n2C)s1
    9%	4%	20%	-2%	-4	2
5) Cc1ccc(COc2ccc3c(c2)OCO3)cc1
    5%	2%	156%[activator]	198%[activator]	97*	31*
6) Cc1nnc(CN(C)C(=O)c2cc(COc3ccc(F)cc3Cl)on2)o1
    17%	.	32%[activator]	107%[activator]	93*	38*
7) CC1Sc2ccc(S(=O)(=O)N3CCC(C(=O)N4CCN(C)CC4)CC3)cc2NC1=O (stereo unspecified)
    -4%	.	?	?	11	-2
8) CC(Cl)C(=O)N1c2ccccc2CCc2ccccc21 (stereo unspecified)
    2%	-2%	?	?	-3	0
9) O=C(NC1CCCc2ccccc21)c1ccccc1 (stereo unspecified)
    14%	-8%	-28%	-25%	-8	4
10) CC(=O)N/C(=C\c1ccccc1)C(=O)OC(C)C(=O)Nc1ccccc1F (stereo unspecified)
    -2%	.	?	-27%	.	.
11) CN(Cc1cc2ccccc2[nH]c1=O)S(C)(=O)=O
    25%	2%	5%	12%	17	-3
12) COc1ccc(Cc2nnc(NC(=O)C(C)C)s2)cc1
    -5%	6%	2%	-7%	-2	-1
13) O=C(c1cc(-c2ccccc2)on1)N1CCCCCC1
    4%	1%	23%	147%[activator]	71*	29*
14) CN(C(=O)c1ccc2c(c1)OCO2)C1(C)CCS(=O)(=O)C1 (stereo unspecified)
    ?	.	-1%	0%	.	.
15) Cn1c(SCC(=O)N2CCc3ccccc32)nnc1C1CC1
    4%	-6%	-10%	.	-3	-2
16) Cc1ccccc1C(=O)NC1CCSC1=O (stereo unspecified)
    17%	-2%	0%	10%	9	-4
17) CNC(=O)Cn1c(=O)n(C)c2ccccc21
    0%	4%	.	0%	3	-2
18) COc1ccc(/C=C2\C(=O)NCC(=O)N2Cc2ccccc2)cc1
    ?	3%	3%	-20%	-9	-1
19) Cc1cc(C)c(S(=O)(=O)Nc2c(C)n(C)n(-c3ccccc3)c2=O)cc1[N+](=O)[O-]
    4%	5%	-3%	-7%	-12	-2
20) COc1ccccc1CNc1cc(C)ccn1
    5%	6%	11%	-2%	.	8
21) CCOC(=O)Nc1ccc(C)cc1C
    -2%	-2%	?	.	-8	-6
22) Cc1ccccc1CN(C)Cc1cc(=O)oc2c(C)c(C)ccc12
    ?	5%	?	?	49	23*
23) COc1cc(NS(=O)(=O)c2ccc(NC(=O)CSC3=NCCS3)cc2)nc(OC)n1
    .	-3%	-16%	32%[activator]	-5	12
24) C=CCn1c(=O)c2ccccc2n2c(SCc3nc4ccccc4s3)nnc12
    -7%	-11%	.	140%[activator]	131*	45*
25) NC(=O)CSc1nnc(-c2ccco2)n1N
    13%	-3%	19%	.	-9	-4
26) Cc1cc(C)c2nc(Cl)c(Cl)nc2c1
    -5%	3%	16%	5%	-8	-1
27) COc1ccc(-n2c(SC)nc(O)cc2=O)cc1
    -4%	5%	-102%	10%	14	-4
28) CCN(CC)C(=O)CN1CCC(c2nc3cc(C)c(C)cc3[nH]2)CC1
    -25%	1%	37%[activator]	32%[activator]	20	4
29) COc1ccc(NC(=O)C2CCCN2C(=O)NC2CCCCC2)cc1 (stereo unspecified)
    11%	9%	0%	12%	2	-5
30) COCCn1c(CN2CCN(C(=O)c3ccco3)CC2)nc2c1c(=O)n(C)c(=O)n2C
    13%	-14%	?	9%	-5	-5
31) CCC(CC)C(=O)NCCc1cc2ccc(C)cc2[nH]c1=O
    4%	1%	0%	9%	-13	-5
32) Cc1ccc(OCCN2C(=O)c3ccccc3C2=O)c([N+](=O)[O-])c1
    -6%	-5%	34%[activator]	9%	106*	64*
33) CC(C)[C@H](NC(=O)N1CCn2c1nc1ccccc12)C(=O)NCc1ccccc1Cl
    ?	8%	?	-13%	23	-1
34) O=c1c(-c2ccc3c(c2)OCCO3)coc2c(CN3CCOCC3)c(O)ccc12
    -10%	9%	12µM*	-30%	33*	39*
35) CC(C)=CCc1c(C)nc2ccccc2c1C(=O)O
    1%	-7%	20%	5%	-6	3
36) O=C(Nc1nccs1)NC1CCCCC1
    15%	1%	12%	2.9µM*	18	14
37) O=C(NCCc1ccccc1)C1CCN(c2ncccn2)CC1
    ?	1%	?	45%[activator]	2	6
38) Cc1scc(C(=O)N/N=C/c2ccco2)c1C
    1%	-9%	85%[activator]	147%[activator]	53*	29*
39) Cc1ccc(SCc2noc(C(=O)NC(C)C)c2C(=O)O)cc1C
    21%	20%	1%	6%	-12	-4
40) CC(=O)C1=C(C)Nc2ncnn2C1c1cccc(O)c1 (stereo unspecified)
    8%	-10%	?	1%	-2	-1
41) CN(C)N=Nc1ccc(-c2cn(Cc3ccccc3)cn2)cc1
    11%	6%	4.7µM*	?	41*	47*
42) COc1ccc2c(c1)c(C(=O)CN1CCN(C)CC1)c(C)n2Cc1ccccc1
    -27%	0%	.	?	-10	0
43) CCC1CCCCN1CCCNC(=O)CN1C(=O)COc2ccc(S(=O)(=O)N3CCC(C)CC3)cc21 (stereo unspecified)
    -5%	.	-2%	1%	-2	-1
44) C=CC(=O)Nc1ccc(Br)cc1
    7%	-2%	.	-11%	-16	-1
45) O=c1c(O[C@@H]2O[C@H](CO)[C@H](O)[C@H](O)[C@H]2O)c(-c2ccc(O)c(O)c2)oc2cc(O)cc(O)c12
    .	?	.	.	10	7
46) C1CCc2nnc(C3CC3)n2CC1
    11%	-4%	6%	-33%[5.75 µM]	-5	-1
47) O=C(c1ccco1)n1nc(-c2ccccc2)nc1NCc1ccco1
    -14%	-2%	0%	28%	14	7
48) Cc1cc(SCC(=O)c2cccs2)nc2ccccc12
    10µM*	-5%	-7%	27%	73*	42*
49) CCNC(=S)N(Cc1cc2cc(C)cc(C)c2[nH]c1=O)C1CCCC1
    4%	6%	6.6µM*	?	-6	-3
50) CCOc1ccc(C2C(C(=O)OC)=CN(C(C)c3ccccc3)C=C2C(=O)OC)cc1 (stereo unspecified)
    ?	-6%	0%	?	19	0
51) Cc1ccc(C2=NS(=O)(=O)N(C)C(C(=O)N(C)C3CCCCC3)=C2)cc1
    16%	-9%	?	3%	-2	-2
52) Cc1ccc(SCCC(=O)NC(C(C)C)C(C)C)cc1
    1%	8%	?	?	-5	1
53) O=C(CCc1ccccc1)Nc1ccccc1[N+](=O)[O-]
    ?	0%	?	91%[activator]	54*	26*
54) Cc1ccc(-c2csc(NC(=O)COc3ccc(N(C)S(=O)(=O)c4ccc(C)cc4)cc3)n2)cc1
    7.9µM*	-3%	?	?	8	7
55) NCCCCC(NC(=O)C1CCCN1C(=O)C1CSSCC(N)C(=O)NC(Cc2ccc(O)cc2)C(=O)NC(Cc2ccccc2)C(=O)NC(CCC(N)=O)C(=O)NC(CC(N)=O)C(=O)N1)C(=O)NCC(N)=O (stereo unspecified)
    -2%[8.37 µM]	3%	3%	-5%	-10	-2
56) CCOC(=O)c1cccc(S(=O)(=O)N(CCO)Cc2cc3cc(OC)c(OC)cc3[nH]c2=O)c1
    .	-3%	4%	1%	-8	-3
57) Cc1cc(C(=O)O)ccc1N/C=C1\CCCC(C)C1=O (stereo unspecified)
    0%	-6%	.	169%[activator]	-3	13
58) CCOc1ccccc1/C=N\Nc1cnn(Cc2ccccc2)c(=O)c1Cl
    ?	-16%	?	?	-2	-2
59) O=C(Nc1nnc(C2=COCCO2)o1)c1ccc(Cl)cc1
    -1%	20%	?	1%	-10	1
60) O=C(Nc1cccc(-c2cccc(F)c2)c1)C1CCN(Cc2ccc(CO)o2)CC1
    ?	-6%	-10%	-6%	-12	4

Following part
Screens in order – HCV inh	FBPA Giardia inh	Pf growth 96h	Pf growth 48h	Shiga toxin inh	Cycloheximide cs
61) O=C(CN1C(=O)NC2(CCCCCC2)C1=O)Nc1ccc(Br)cc1Br
    10%	.	-28%	-11%	.	.
62) Cc1cc(N2CCN(c3ccccc3)CC2)nc(-c2ccccc2)n1
    ?	0%	?	1%	19	-1
63) CN(CCNC(=O)Cn1c(=O)sc2ccccc21)Cc1ccccc1
    -1%	0%	4.7µM*	.	-9	-5
64) Cc1cc(C)c(C#N)c(=N)o1
    -5%	7%	56%[activator]	30%	10	-3
65) CCOc1ccc2c(c1)S/C(=C\c1cccs1)C(=O)N2
    -13%	1%	75%[activator]	47%[activator]	69*	31*
66) Cn1cnnc1SCNC(=O)C(F)(F)F
    -2%	3%	-8%	22%	32	-2
67) Cc1ccc(S(=O)(=O)N2CCN(c3ccc([N+](=O)[O-])cn3)CC2)cc1
    12%	4%	21%	16%	-5	6
68) COc1ccc2c(c1)c(C(=O)CNc1nc(C)cs1)c(C)n2C
    ?	-4%	2.9µM*	?	-23	-4
69) CNC(=O)N(C1=NCC(C)S1)c1ccc(F)cc1F (stereo unspecified)
    ?	6%	-7%	5%	2	-2
70) CCOC(=O)c1nnn(-c2nonc2-n2cccc2)c1C
    7%	2%	?	?	-13	9
71) O=C(OC1CCCCC1=O)c1cccc(S(=O)(=O)N2CCOCC2)c1 (stereo unspecified)
    6%	.	4%	10%	.	.
72) Cc1ccccc1C#N
    35%[activator]	.	94%[activator]	45%[activator]	.	.
73) COc1ccc(NS(=O)(=O)c2cccc(C(=O)O)c2)cc1
    -4%	1%	1%	6%	-2	-1
74) CN(c1ccccc1C(=O)N1CCc2ccccc2C1)S(C)(=O)=O
    23%	-15%	11%	4%	-17	-4
75) CCOC(=O)C1CCN(CC(=O)Nc2ccc(S(=O)(=O)N3CCC(C)CC3)cc2)CC1
    ?	4%	?	?	-4	-1
76) CCOC(=O)c1c(C)n(C)c2ccc(OC(C)=O)cc12
    ?	1%	?	21%	1	-1
77) CCN(CC)C(=O)/C(=C\c1ccncc1)NC(=O)c1ccccc1
    14%	4%	47%[activator]	6%	-16	-1
78) CON(C)S(=O)(=O)c1cccc(C(=O)Nc2ccc(S(=O)(=O)NC3=NCCCCC3)cc2)c1
    ?	.	?	?	.	.
79) CCN(CC)C(=S)SCC(=O)c1ccc(Br)cc1
    -2%	-4%	8%	61%[activator]	167*	107*
80) C(=N\n1cnnc1)/c1cn(-c2cccs2)nc1-c1ccccc1
    ?	-1%	-8%	33%[activator]	66*	37*
81) Cc1cc(Nc2cccc(Cl)c2C)n2ncnc2n1
    1%[8.37 µM]	-6%	21%	8%	0	-4
82) C[N+]12CCC(CC1)C(C(O)(c1cccc(Cl)c1)c1cccc(Cl)c1)C2 (stereo unspecified)
    2%	6%	2.9µM*	13µM*	16	0
83) Cc1c(O)ccc(/C(Cc2ccc3ccccc3n2)=N\O)c1O
    11µM*	10%	229%[activator]	259%[activator]	121	16

Some of these compounds in order of molar mass, rising:
Screens in order – HCV inh	FBPA Giardia inh	Pf growth 96h	Pf growth 48h	Shiga toxin inh	Cycloheximide cs
81) Cc1cc(Nc2cccc(Cl)c2C)n2ncnc2n1
    1%[8.37 µM]	-6%	21%	8%	0	-4
83) Cc1c(O)ccc(/C(Cc2ccc3ccccc3n2)=N\O)c1O
    11µM*	10%	229%[activator]	259%[activator]	121	16
79) CCN(CC)C(=S)SCC(=O)c1ccc(Br)cc1
    -2%	-4%	8%	61%[activator]	167*	107*
82) C[N+]12CCC(CC1)C(C(O)(c1cccc(Cl)c1)c1cccc(Cl)c1)C2 (stereo unspecified)
    2%	6%	2.9µM*	13µM*	16	0
78) CON(C)S(=O)(=O)c1cccc(C(=O)Nc2ccc(S(=O)(=O)NC3=NCCCCC3)cc2)c1
    ?	.	?	?	.	.
